# High-throughput results from PubChem BioAssay.
# SRC3 inh = human NCOA3 inhibition. AID 588352. inhibition, % at 3.6 µM. hit rate 0.17% among 360,000. Q9Y6Q9. HEK293 GAL4-SRC3 luciferase reporter, luminescence;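 active means inhibition above a per-campaign cutoff, the mean of all compounds plus 3 SD, cut at about 60% in these data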;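 further: 0% = DMSO-treated cells and 100% = gossypol-treated cells at 36 µM; higher means less SRC3-driven luciferase light from the GAL4 reporter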
# Target sequence (Q9Y6Q9 whole entry, looked up, the tested form may be a part): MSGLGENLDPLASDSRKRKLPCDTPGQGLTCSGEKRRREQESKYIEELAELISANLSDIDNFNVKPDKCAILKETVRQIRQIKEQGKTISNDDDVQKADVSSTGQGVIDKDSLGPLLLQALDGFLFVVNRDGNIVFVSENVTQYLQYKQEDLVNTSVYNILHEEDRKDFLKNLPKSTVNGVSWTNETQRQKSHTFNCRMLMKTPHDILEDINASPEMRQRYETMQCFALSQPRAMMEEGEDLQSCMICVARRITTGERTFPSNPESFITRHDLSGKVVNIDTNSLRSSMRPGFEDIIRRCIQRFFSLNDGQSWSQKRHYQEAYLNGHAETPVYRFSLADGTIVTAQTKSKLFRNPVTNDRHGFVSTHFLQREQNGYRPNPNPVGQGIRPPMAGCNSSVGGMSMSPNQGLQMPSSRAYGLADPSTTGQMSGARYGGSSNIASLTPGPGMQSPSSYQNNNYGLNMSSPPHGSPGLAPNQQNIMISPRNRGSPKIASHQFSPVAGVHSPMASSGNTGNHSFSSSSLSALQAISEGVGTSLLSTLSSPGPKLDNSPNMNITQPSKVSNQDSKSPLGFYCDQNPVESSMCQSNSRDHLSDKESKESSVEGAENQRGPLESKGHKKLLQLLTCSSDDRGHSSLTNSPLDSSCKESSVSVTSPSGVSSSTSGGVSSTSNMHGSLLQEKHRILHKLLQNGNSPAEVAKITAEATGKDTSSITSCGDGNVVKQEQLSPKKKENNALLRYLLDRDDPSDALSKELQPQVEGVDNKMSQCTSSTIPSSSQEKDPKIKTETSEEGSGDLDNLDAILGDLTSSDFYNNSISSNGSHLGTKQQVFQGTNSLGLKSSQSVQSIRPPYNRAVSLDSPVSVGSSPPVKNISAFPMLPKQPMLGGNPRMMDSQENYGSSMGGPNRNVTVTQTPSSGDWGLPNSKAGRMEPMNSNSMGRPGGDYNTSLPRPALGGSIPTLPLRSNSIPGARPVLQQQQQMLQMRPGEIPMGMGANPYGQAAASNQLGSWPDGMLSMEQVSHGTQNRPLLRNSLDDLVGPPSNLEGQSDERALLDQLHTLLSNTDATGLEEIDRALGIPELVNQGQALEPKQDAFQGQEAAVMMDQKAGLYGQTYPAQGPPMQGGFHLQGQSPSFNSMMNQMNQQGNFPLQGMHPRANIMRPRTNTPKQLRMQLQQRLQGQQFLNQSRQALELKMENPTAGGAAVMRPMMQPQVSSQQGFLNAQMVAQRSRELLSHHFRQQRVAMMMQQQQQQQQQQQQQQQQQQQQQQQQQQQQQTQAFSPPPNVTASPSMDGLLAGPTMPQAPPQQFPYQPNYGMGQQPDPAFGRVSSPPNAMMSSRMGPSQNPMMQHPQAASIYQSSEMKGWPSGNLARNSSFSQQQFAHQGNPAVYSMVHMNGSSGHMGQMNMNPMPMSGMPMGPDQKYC
# NCOA1 inh = human NCOA1 inhibition | Q15788 | HEK293 GAL4-SRC1 luciferase reporter, luminescence | inhibition, % at 3.6 µM | hit rate 0.12% among 360,000 | AID 588354;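 active means inhibition above the campaign mean plus 3 SD, with each screening campaign given its own cutoff, cut at about 60% in these data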;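 further: 0% = DMSO treated cells and 100% = gossypol at 36 µM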
# SRC2 inh = human SRC2 (NCOA2) inhibition; HEK293 GAL4-SRC2 luciferase reporter, luminescence; inhibition, % at 9 µM; hit rate 0.17% among 370,000; AID 651957;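 active means inhibition above the mean inhibition of all tested compounds plus 3 SD, set per campaign, cut at about 52% in these data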;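 further: 0% = DMSO treated cells and 100% = cells given Gossypol at 36 µM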
# TROY NFkB inh = TROY signaling inhibition; Q293 LMP1-TROYcd NF-kB luciferase reporter, 4 h; inhibition, % at 10 µM; hit rate 0.98% among 360,000; AID 1347056;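 active means compounds whose plate-normalised and pattern-corrected inhibition of the luciferase reporter signal at the single screening dose is 50% or more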
# NR5A2 inv ag = NR5A2 inverse agonism in reporter assay; HEK293T StAR-luciferase reporter, LRH-1 transfected, 24 h; inhibition, % at 3.6 µM; hit rate 0.13% among 360,000;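 active means inhibition above the mean inhibition of all tested compounds plus 3 SD, cut at about 73% in these data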;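 further: 0% = DMSO wells and 100% = reporter-only cells lacking LRH-1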
# NOD2-RIPK2 inh = inhibitors of human NOD2-RIPK2 interaction; AID 624267; O43353; hit rate 0.38% among 360,000; inhibition, % at 4.98 µM; CHO BLA complementation NOD2-RIPK2, CCF4 ratio; in the data active means inhibition above about 21%;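 further: 0% = vehicle only and 100% = reference blocker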
# NR2F2 inh = NR2F2 (human) inhibition, primary screen; inhibition, % at 8.6 µM; P24468; hit rate 0.7% among 370,000; HEK293T NGFI-A luciferase reporter, luminescence;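 active means inhibition above a per-plate cutoff, mean inhibition of test wells between control levels plus 3 SD, cut at about 38% in these data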;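 further: cells cotransfected with COUP-TFII expression vector driving the NGFI-A reporter; 0% = median of COUP-TF2 test wells and 100% = reporter-only cells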
# TWEAK-Fn14 inh = TWEAK-Fn14 signaling inhibition; TWEAK-stimulated Fn14 reporter cells, luciferase luminescence, 8 h; inhibition, % at 10 µM; hit rate 2% among 360,000; AID 1159606; in the data active means inhibition above about 50%
# ABHD5 PLIN5 PPI = ABHD5-PLIN5 protein interaction inhibition; Q00G26+Q8WTS1; Split G. princeps luciferase complementation, luminescence, 4 h; inhibition, % at 4 µM; hit rate 0.78% among 360,000;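 active means inhibition above the mean inhibition across every tested compound plus 3 SD, cut at about 22% in these data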;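 further: 0% = DMSO only wells and the 100% control is not disclosed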
# Granule exo inh = blocks lytic granule exocytosis | TALL-104 LAMP-1 surface exposure, flow cytometry; cells stimulated with thapsigargin and PMA | inhibition, % at 10 µM | hit rate 0.66% among 360,000 | AID 651702;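 active means inhibition above about 55%, limit read from the data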
# TLR9-MyD88 inh = inhibitors of human TLR9-MyD88 binding; inhibition, % at 4.98 µM; AID 504734; hit rate 0.21% among 340,000; CHO BLA complementation TLR9-MyD88, CCF4 FRET ratio;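 active means inhibition above the mean over all tested compounds plus 3 SD, cut at about 21% in these data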;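 further: 0% = DMSO only wells and 100% = clavulanate BLA inhibitor control wells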
# The depositor's hits bear a star; nt = not tested or not shown.
# Under each structure: NOD2-RIPK2 inh	SRC2 inh	Granule exo inh	NR2F2 inh	SRC3 inh	TROY NFkB inh	TWEAK-Fn14 inh	TLR9-MyD88 inh	NCOA1 inh	ABHD5 PLIN5 PPI	NR5A2 inv ag
1	Cc1ccnc(N2C(=O)CSC2c2ccc(Cl)cc2)c1 (stereo not given)
  -3	-2	15	11	-5	7	1	1	-37	-8	5
2	O=C(N/N=C/c1ccoc1)c1ccccc1Br
  -7	-3	-1	-20	17	-1	4	0	-22	5	-2
3	CCC(C)(C)NC(=O)C(c1ccc(C)cc1)N(Cc1ccco1)C(=O)Cn1nnc2ccccc21 (stereo not given)
  5	-19	-1	-25	5	-1	9	6	-13	0	2
4	C/C=C/C(=O)OCC(=O)Nc1cccc(S(=O)(=O)NC2=NCCCCC2)c1
  -4	-26	1	-14	9	9	1	-21	8	5	-13
5	CC(=O)OCc1c(COC(C)=O)[n+](=O)c2ccccc2n1[O-]
  1	-9	-3	7	4	7	-8	5	-21	-2	-23
6	Cn1c(=O)c2[nH]c(C=Cc3ccc4c(c3)OCO4)nc2n(C)c1=O
  1	-33	10	9	-2	1	19	0	-4	1	-8
7	CC(=O)N1CCN(C(C(=O)Nc2c(C)cccc2C)c2cccc(F)c2)CC1 (stereo not given)
  -22	-22	-5	7	nt	nt	nt	nt	nt	3	7
8	CCn1c(NCc2ccccc2Cl)nc2ccccc21
  7	-13	2	-12	2	-37	-20	-1	-14	0	-27
9	CCOC(=O)c1c(C)[nH]c(C)c1C(=O)CSc1nnc(-c2ccco2)n1Cc1ccccc1
  -5	-15	3	10	-9	9	5	7	-1	2	8
10	COc1ccc(/C=N/NC(=S)Nc2ccccc2)cc1COc1cccc(C)c1C
  -3	-25	-2	-4	-14	0	-58	-7	-27	-6	-4
11	Cc1ccc(C(=O)Nc2ccc(C(F)(F)F)n(C)c2=O)cc1
  4	-20	-1	-41	-84	-53	-3	-2	-44	-3	-43
12	NC(=O)CC(NC(=O)Cc1ccc(Cl)cc1)c1ccc(N2CCC(Cc3ccccc3)CC2)c([N+](=O)[O-])c1 (stereo not given)
  -7	-2	4	13	-3	-3	8	-2	-20	9	6
13	CC(NC(=O)COc1ccc(Oc2ccccc2)cc1)C(=O)O (stereo not given)
  0	-6	1	2	5	2	5	-4	-19	5	1
14	CC1CCCCC12NC(=O)N(CC(=O)Nc1ccccc1F)C2=O (stereo not given)
  -9	-1	0	17	2	10	-6	1	1	8	12
15	O=c1c(Cc2c(F)cccc2Cl)c(O)ccn1CCc1c[nH]c2ccccc12
  -2	-6	-6	15	10	-20	18	-5	-1	3	7
16	COc1ccc(-c2cc(C)nc3nc(N)nn23)cc1
  -8	-14	-2	-32	-15	11	-3	10	-16	-3	7
17	CC(=O)c1c(C)[nH]c(C(=O)OCC(=O)Nc2c(C)cccc2C)c1C
  -13	11	3	1	41	15	12	4	13	9	33
18	CCOC(=O)c1nn(-c2ccccc2Cl)c(=O)cc1OCC(=O)Nc1cccc(OC)c1
  2	-1	-6	-1	7	2	-48	-4	3	-1	7
19	COc1ccc(N2C(=O)CCC(C(=O)N3CCCCC3)C2c2ccc(OC)c(OC)c2)cc1 (stereo not given)
  3	13	-1	-1	-8	-6	-6	-6	-6	3	15
20	CC(C)(C)OC(=O)N1CCC(CC2CC(c3cccc(Br)c3)=NO2)(C(=O)O)CC1 (stereo not given)
  8	-29	-8	6	-16	-7	-9	-3	-16	-8	-6
21	O=C(CN1CCCSc2ccccc21)N1CCN(S(=O)(=O)c2cccc(F)c2)CC1
  9	2	-2	1	-3	13	9	-9	0	-10	-16
22	COc1ccccc1N(C)S(=O)(=O)c1ccc(Cl)c(C(=O)N2CCC(C(N)=O)CC2)c1
  1	-42	-3	1	12	7	1	2	-6	3	12
23	CCCC(=O)Nc1nc(C)c(C(C)=O)s1
  -7	-10	13	13	8	3	-6	-11	-5	1	16
24	CC(=O)OCC#CCSc1nc2ccccc2n1C
  11	4	-1	-7	-20	-2	5	-10	-18	-9	-8
25	CC(=O)Nc1ccc(NC(=O)CSc2nnc(-c3cc(C)[nH]n3)n2N)cc1
  -9	-39	6	15	2	2	13	-7	-8	-3	8
26	O=C(O)c1cccc(NC(=O)c2ccc3c(c2)C(=O)N(C2CCCCC2)C3=O)c1
  7	-53	1	15	-35	-25	-33	2	-14	-1	4
27	CP(=O)(COC(=O)c1ccccc1)COC(=O)c1ccccc1
  -4	-8	-2	0	-45	24	-9	10	-2	4	27
28	CC1CC(=Cc2ccc([N+](=O)[O-])cc2)C(=O)O1 (stereo not given)
  -8	-22	-5	-14	-22	-13	-3	-10	-2	1	28
29	O=C(CN1C(=O)NC2(CCCCC2)C1=O)Nc1ccccc1N1CCCC1
  -6	-13	-3	12	23	-8	0	10	3	5	25
30	CCn1c(C(=O)O)c(CC(=O)Nc2ccccc2OC)c2ccccc21
  -9	-11	12	7	10	15	6	-6	-4	6	8

# Ordered by molecular weight (descending): some entries from above
# Under each structure: NOD2-RIPK2 inh	SRC2 inh	Granule exo inh	NR2F2 inh	SRC3 inh	TROY NFkB inh	TWEAK-Fn14 inh	TLR9-MyD88 inh	NCOA1 inh	ABHD5 PLIN5 PPI	NR5A2 inv ag
20	CC(C)(C)OC(=O)N1CCC(CC2CC(c3cccc(Br)c3)=NO2)(C(=O)O)CC1 (stereo not given)
  8	-29	-8	6	-16	-7	-9	-3	-16	-8	-6
22	COc1ccccc1N(C)S(=O)(=O)c1ccc(Cl)c(C(=O)N2CCC(C(N)=O)CC2)c1
  1	-42	-3	1	12	7	1	2	-6	3	12
9	CCOC(=O)c1c(C)[nH]c(C)c1C(=O)CSc1nnc(-c2ccco2)n1Cc1ccccc1
  -5	-15	3	10	-9	9	5	7	-1	2	8
18	CCOC(=O)c1nn(-c2ccccc2Cl)c(=O)cc1OCC(=O)Nc1cccc(OC)c1
  2	-1	-6	-1	7	2	-48	-4	3	-1	7
10	COc1ccc(/C=N/NC(=S)Nc2ccccc2)cc1COc1cccc(C)c1C
  -3	-25	-2	-4	-14	0	-58	-7	-27	-6	-4
15	O=c1c(Cc2c(F)cccc2Cl)c(O)ccn1CCc1c[nH]c2ccccc12
  -2	-6	-6	15	10	-20	18	-5	-1	3	7
7	CC(=O)N1CCN(C(C(=O)Nc2c(C)cccc2C)c2cccc(F)c2)CC1 (stereo not given)
  -22	-22	-5	7	nt	nt	nt	nt	nt	3	7
6	Cn1c(=O)c2[nH]c(C=Cc3ccc4c(c3)OCO4)nc2n(C)c1=O
  1	-33	10	9	-2	1	19	0	-4	1	-8
1	Cc1ccnc(N2C(=O)CSC2c2ccc(Cl)cc2)c1 (stereo not given)
  -3	-2	15	11	-5	7	1	1	-37	-8	5
23	CCCC(=O)Nc1nc(C)c(C(C)=O)s1
  -7	-10	13	13	8	3	-6	-11	-5	1	16

# Next part.
# Under each structure: NOD2-RIPK2 inh	SRC2 inh	Granule exo inh	NR2F2 inh	SRC3 inh	TROY NFkB inh	TWEAK-Fn14 inh	TLR9-MyD88 inh	NCOA1 inh	ABHD5 PLIN5 PPI	NR5A2 inv ag
31	Cc1nc2sc(C(c3cccc(F)c3)N3CCOCC3)c(O)n2n1 (stereo not given)
  -10	-1	3	16	6	-19	-2	-5	-13	8	-9
32	O=C(CSc1n[nH]c(-c2ccncc2)n1)Nc1ccc(Cl)c(Cl)c1
  -11	4	-2	0	-18	29	-17	-7	12	5	14
33	Cc1cccc(C(=O)O/N=C/c2ccc(Br)cc2)c1
  -11	-19	-1	-1	-4	-56	-12	-3	5	0	11
34	COc1ccc(NC(=O)CN2CCC(NC(=O)C3CCCCC3)CC2)cc1
  0	12	4	-7	7	4	-3	-19	-42	-1	0
35	O=C(NCc1ccc(F)cc1)c1c(O)c2cccc3c2n(c1=O)CCC3
  1	11	4	11	-2	-21	-4	5	2	0	-11
36	CS(=O)(=O)N1CCc2cc(-c3csc(NC(=O)C(c4ccccc4)c4ccccc4)n3)ccc21
  2	-14	-4	-9	13	3	2	-11	-5	-1	24
37	Cc1ccnc(N2C(=O)c3ccccc3C2=O)c1
  -13	-21	-13	13	-19	7	-44	-1	-6	5	8
38	CCCCN1CC(=O)N2[C@H]3c4ccccc4OC[C@@H]3[C@H](C(=O)OCC)[C@]2(C)C1=O
  5	-8	3	4	-2	-6	-14	0	-16	1	-6
39	O=C(NCC(c1ccco1)N1CCOCC1)c1ccc([N+](=O)[O-])cc1 (stereo not given)
  -5	-13	2	-18	14	9	-1	-4	-12	-2	-18
40	CCC1=NC(c2ccc(OC)c(OC)c2)N(O)C1(C)C (stereo not given)
  9	-48	2	-6	14	-1	-3	-10	-1	-5	-5
41	CCOC(=O)c1c(NC(N)=O)nc2n1CCC2
  -14	1	-8	5	-17	13	0	-5	-18	1	4
42	Cc1[nH]n(-c2ccccc2)c(=O)c1CCOC(=O)c1ccc(C(F)(F)F)cc1
  -8	-17	-2	16	13	-3	19	-14	-10	1	19
43	CCCn1nc(C(=O)NC2CCCC2)c2ccccc2c1=O
  1	8	9	8	10	13	1	0	-2	2	4
44	CC(=O)c1ccc(NC(=O)C(C)OC(=O)c2ccc(Br)o2)cc1 (stereo not given)
  -7	-7	7	-3	5	8	3	8	-1	-8	-3
45	Cc1cc(C(F)F)n2nc(C(=O)Nc3c(F)cc(F)cc3Br)nc2n1
  -9	-1	1	-1	1	-6	-7	1	-8	2	3
46	CC(C)CNc1ncnc2c1ncn2[C@H]1CN(Cc2cccc3ccccc23)C[C@@H](CO)O1
  8	30	-7	18	13	5	36	nt	11	-1	18
47	O=C(NNC(=O)c1ccccc1Br)c1ccccc1Cl
  0	14	1	-10	-4	-23	-13	-2	-19	3	-27
48	COCc1ccc(C(=O)N(C)CC2CCCN(CCc3ccc(OC)cc3)C2)o1 (stereo not given)
  -2	-26	-3	-30	-22	-27	-22	-10	-24	-9	-44
49	CCCCC(=O)Nc1cc(C)c2c(=O)oc3ccccc3c2n1
  0	10	-3	17	15	-29	25	-3	7	9	-17
50	Cc1cc2ccccc2c(=O)n1CC(=O)NCC1COc2ccccc2O1 (stereo not given)
  0	1	-2	-3	-6	-9	-7	-2	-2	0	5
51	O=C1CN(c2ccc(F)cc2)C(=S)N1c1ccccc1
  -14	-11	6	-6	11	-31	-4	-1	0	5	-6
52	CN(Cc1c(F)cccc1Cl)C(=O)CCc1c[nH]c2ccccc12
  1	1	23	-13	-3	-19	0	-13	-3	-8	-9
53	COc1cc(CNCc2ccccc2Cl)ccc1OCC(=O)NC1CCCCC1
  -1	17	-1	7	16	4	86*	-2	0	-3	26
54	NS(=O)(=O)c1ccc(CCNC(=O)CN2CCCCC2)cc1
  -3	-34	-18	-9	1	8	5	-2	6	-6	-10
55	CCCC(=O)Nc1cccc(NC(=O)c2ccc3c(c2)OCO3)c1
  -7	-3	-2	10	4	-17	-1	10	-1	-2	-11
56	CC(CC1C(C#N)=C(N)OC2=C1C(=O)CCC2)c1ccccc1 (stereo not given)
  -1	-20	-2	15	-6	7	4	4	5	4	6

# Two records picked at random from the list so far:
# Under each structure: NOD2-RIPK2 inh	SRC2 inh	Granule exo inh	NR2F2 inh	SRC3 inh	TROY NFkB inh	TWEAK-Fn14 inh	TLR9-MyD88 inh	NCOA1 inh	ABHD5 PLIN5 PPI	NR5A2 inv ag
52	CN(Cc1c(F)cccc1Cl)C(=O)CCc1c[nH]c2ccccc12
  1	1	23	-13	-3	-19	0	-13	-3	-8	-9
2	O=C(N/N=C/c1ccoc1)c1ccccc1Br
  -7	-3	-1	-20	17	-1	4	0	-22	5	-2

# Some of the compounds tested. The share of hits here may be higher or lower than overall.
